Bioassay records from PubChem.
ALOX12 inh: inhibitors of human 12S-lipoxygenase ALOX12. P18054. purified 12hLO, xylenol orange hydroperoxide absorbance. Potency, µM (highest dose often 108 µM), inactives show at the highest dose activity change, negative = inhibition, hits mostly inhibitors. 1.1% of 580,000 active. AID 1671190
Target sequence (P18054 whole entry, looked up): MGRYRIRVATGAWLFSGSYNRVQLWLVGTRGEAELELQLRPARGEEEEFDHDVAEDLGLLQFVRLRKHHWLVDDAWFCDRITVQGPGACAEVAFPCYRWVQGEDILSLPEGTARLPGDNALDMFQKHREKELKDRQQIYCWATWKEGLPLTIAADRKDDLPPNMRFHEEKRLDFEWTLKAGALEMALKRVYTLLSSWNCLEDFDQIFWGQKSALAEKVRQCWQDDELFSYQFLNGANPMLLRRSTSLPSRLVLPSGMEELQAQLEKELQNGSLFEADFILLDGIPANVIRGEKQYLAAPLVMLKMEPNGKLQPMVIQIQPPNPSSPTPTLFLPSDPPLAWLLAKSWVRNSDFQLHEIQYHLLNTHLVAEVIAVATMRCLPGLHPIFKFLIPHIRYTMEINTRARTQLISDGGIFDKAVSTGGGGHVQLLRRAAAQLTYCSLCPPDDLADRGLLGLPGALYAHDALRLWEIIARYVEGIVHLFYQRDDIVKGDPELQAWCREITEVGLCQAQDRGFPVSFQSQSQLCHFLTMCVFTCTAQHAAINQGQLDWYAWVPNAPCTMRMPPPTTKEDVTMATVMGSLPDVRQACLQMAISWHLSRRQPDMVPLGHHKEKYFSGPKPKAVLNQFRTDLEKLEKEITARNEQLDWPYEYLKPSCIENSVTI
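Purified human 12hLO (150 nM final) in 25 mM Hepes, 0.01% Triton X-100, pH 7.0 was preincubated 15 min at room temperature with compound. Then 40 uM arachidonic acid was added, 30 min. Hydroperoxide was read by Fe-XO absorbance ratio 573/405 nm.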
BLM inh: blocks DNA unwinding by human BLM helicase. 0.2% of 350,000 active. AID 2528. recombinant BLM DNA unwinding, fluorescence dequenching. Potency, µM (doses to about 56.1 µM), for the others: at the highest dose activity change, negative = inhibition, usual class: inhibitors;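 further: plate controls were vehicle for no effect and no enzyme for full effect; nearly all actives have a fitted effect of over 35% in size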
APEX1 inh: inhibitors of human APE1 endonuclease; 0.35% of 350,000 active; Potency, µM (series often up to 65.8 µM), without a hit: at the highest dose activity change, negative = inhibition, usual class: inhibitors; AID 2517; recombinant APE1, TAMRA/BHQ-2 abasic DNA cleavage fluorescence;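 further: plate controls were vehicle for no effect and reference inhibitor for full effect; nearly all actives have a fitted effect of over 55% in size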
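Endonuclease cleavage of a quenched abasic-site DNA duplex (50 nM) by APE1 (0.75 nM) was tracked by TAMRA dequenching. Compounds were preincubated with enzyme 15 min at room temperature; data normalized to buffer-only and DMSO wells plus NSC13755 control.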
Pol kappa inh: inhibitors of human DNA polymerase kappa; Q9UBT6; purified Pol kappa, fluorescent DNA synthesis assay, 10 min; Potency, µM (top dose mostly 107 µM), for inactives: at the highest dose activity, negative = inhibition, usual class: inhibitors; 0.53% of 400,000 active; AID 588579
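50 nM final substrate added after 15 min RT preincubation of 10 nM Pol kappa with compound; fluorescence read at 0 and 10 min.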
Anesthetic bind: candidate novel general anesthetic via apoferritin binding; apoferritin/1-aminoanthracene competitive binding, fluorescence; Potency, µM (doses to about 77.5 µM), for inactives: top-dose activity change, negative = displacement, hits mostly inhibitors; 0.074% of 350,000 active; further: nearly all actives have a fitted effect of over 20% in size
Target sequence (P02791 2-175 limits assumed): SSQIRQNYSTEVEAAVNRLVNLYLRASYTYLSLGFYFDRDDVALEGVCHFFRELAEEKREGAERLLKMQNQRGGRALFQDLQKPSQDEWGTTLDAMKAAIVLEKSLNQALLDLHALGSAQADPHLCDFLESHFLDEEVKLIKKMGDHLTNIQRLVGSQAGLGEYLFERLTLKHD
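Read-out: endpoint 1-AMA fluorescence, excitation 380 nm and emission 535 nm, after compounds sit 10 min at room temperature with 10 uM horse-spleen apoferritin in 50% saturated 1-AMA/PBS. Values come from four-parameter Hill fits.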
The depositor's hits bear a star; ? = inconclusive; nt = not tested or not shown; [ ] = dose if it differs, or a comment. The call rests on the fitted dose curve; in most records, active means well fitted curve in the direction sought with a large enough effect; inconclusive means small, poorly fitted or top-dose-only effect, or another doubt; inactive means no such curve, though single readings can be large; an effect the other way counts as inactive or inconclusive. Unless noted, on the % scale 0 is the no-effect control and ±100 the full control effect; potency means the concentration at half of the fitted maximal effect.

| entry | compound | ALOX12 inh | BLM inh | APEX1 inh | Pol kappa inh | Anesthetic bind |
| --- | --- | --- | --- | --- | --- | --- |
| 1 | CC[C@@H](C)[C@H](N)C(=O)O | nt | nt | -4.9% | nt | nt |
| 2 | C[C@@H]1O[C@@H](O[C@@H]2[C@@H](O)[C@H](OCCc3ccc(O)c(O)c3)O[C@H](CO[C@@H]3O[C@H](CO)[C@@H](O)[C@H](O)[C@H]3O)[C@H]2OC(=O)/C=C/c2ccc(O)c(O)c2)[C@H](O)[C@H](O)[C@H]1O | nt | nt | -8.3% | nt | nt |
| 3 | CCCC(=O)O[C@]1(C(=O)CCl)[C@H](C)C[C@@H]2[C@H]3CCC4=CC(=O)C=C[C@]4(C)[C@@]3(F)C(=O)C[C@@]21C | nt | -7.3% | nt | -1.1%[19.4 µM] | nt |
| 4 | CCN1CC(CCN2CCOCC2)C(c2ccccc2)(c2ccccc2)C1=O (stereo not given) | nt | 0.6% | nt | 2.2%[19.4 µM] | nt |
| 5 | COC(=O)c1ccccc1C(=O)c1ccc(OCCN2CCCCC2)cc1 | nt | 4.2% | nt | -7.0%[19.4 µM] | nt |
| 6 | OCCOCCOCCO | nt | -10.5% | nt | 0.2%[60.1 µM] | nt |
| 7 | O=C(OC1C[C@@H]2CC3C[C@H](C1)N2CC3=O)c1c[nH]c2ccccc12 (stereo not given in full) | nt | -5.8% | nt | 7.9%[19.4 µM] | nt |
| 8 | C[C@H]1C[C@@H]2[C@H]3CCC4=CC(=O)C=C[C@@]4(C)[C@@]3(Cl)[C@@H](O)C[C@]2(C)[C@]1(OC(=O)c1ccco1)C(=O)CCl | nt | 2.0%[21.4 µM] | nt | -1.6%[19.4 µM] | -0.2%[29.3 µM] |
| 9 | O=C(O)[C@@H]1[C@@H]2C[C@H]3c4[nH]c5ccccc5c4CCN3C[C@@H]2CC[C@@H]1O | nt | -5.2%[21.4 µM] | nt | ? | -10.1%[29.3 µM] |
| 10 | COc1c(O)cc2c(c1O)[C@@H]1O[C@@H](CO)[C@@H](O)[C@@H](O)[C@@H]1OC2=O | nt | 6.1%[21.4 µM] | nt | 1.8%[12 µM] | 5.4%[29.3 µM] |
| 11 | CC1(C)OC2CC(=O)OC[C@@]23C1CC(=O)[C@]1(C)C3CC[C@@]2(C)C(c3ccoc3)OC(=O)C3O[C@@]321 (stereo not given in full) | nt | -17.7% | nt | -9.6%[60.1 µM] | 2.6% |
| 12 | CCn1cc(C(=O)O)c(=O)c2cc(F)c(N3CCN[C@@H](C)C3)c(F)c21 | nt | -0.2% | nt | -2.1%[12 µM] | 0.3%[29.3 µM] |
| 13 | CCCN(CCC)C(=O)[C@@H](CCC(=O)O)NC(=O)c1ccccc1 | nt | -10.0% | nt | 0.9%[19.4 µM] | 5.2%[29.3 µM] |
| 14 | CCN(CCCCOC(=O)c1ccc(OC)c(OC)c1)[C@@H](C)Cc1ccc(OC)cc1 | nt | -2.9%[21.4 µM] | nt | -8.5%[12 µM] | 2.2%[29.3 µM] |
| 15 | Cc1cccc(Nc2nc(N[C@@H]3CCCC[C@H]3N)ncc2C(N)=O)c1 | ? | nt | nt | nt | nt |
| 16 | CCOc1ccc(N(CC)C(=O)C(=O)c2c[nH]c3ccccc23)cc1 | -30.7% | nt | nt | nt | nt |
| 17 | COc1cc(Nc2ncc(F)c(Nc3ccc4c(n3)N(COP(=O)(O)O)C(=O)C(C)(C)O4)n2)cc(OC)c1OC | ? | nt | nt | nt | nt |
| 18 | CC(=O)N1C[C@@H](C(=O)NCCc2cccs2)[C@H](c2nc(C)no2)C1 | 29.2% | nt | nt | nt | nt |
| 19 | CON=C(C(=O)N[C@@H]1C(=O)N2C(C(=O)O)=C(Cn3ccc(=N)n3CCO)CS[C@H]12)c1csc(N)n1 | -2.9%[57.4 µM] | nt | nt | nt | nt |
| 20 | C[C@@H]1CC(=O)NN=C1c1ccc(NN=C(C#N)C#N)cc1 | ? | nt | nt | nt | nt |
| 21 | Cc1cnc(NC(=O)Nc2cc(Br)c(C)cc2OC[C@@H]2CNCCO2)cn1 | -15.1%[57.4 µM] | nt | nt | nt | nt |
| 22 | COc1ccc(C(=O)NCC23CC4CC(CC(C4)C2)C3)cc1 | 2.5% | nt | nt | nt | nt |
| 23 | O=C(c1ccc(F)c(F)c1Nc1ccc(I)cc1F)N1CC(O)([C@H]2CCCCN2)C1 | -1.6%[57.4 µM] | nt | nt | nt | nt |
| 24 | Cc1ccc2cc(CCC(=O)NCCCN3CCCC3=O)c(=O)[nH]c2c1 | 35.6%[activator] | nt | nt | nt | nt |
| 25 | CCS(=O)(=O)Nc1ccc2[nH]c(O)c(C(=Nc3ccc(CN4CCCCC4)cc3)c3ccccc3)c2c1 | -30.0%[57.4 µM] | nt | nt | nt | nt |
| 26 | CCCCNC(=O)CN1C(=O)CCn2nc(-c3cn(C)c4ccccc34)cc21 | 23.7% | nt | nt | nt | nt |
| 27 | CS(=O)(=O)N1CCc2c(-c3cnc(N)nc3)nc(N3CCOCC3)nc21 | -18.0%[57.4 µM] | nt | nt | nt | nt |
| 28 | CC(=O)c1cccc(NC(=O)Cn2c(=O)n(-c3ccc(F)cc3)c(=O)c3c2cc(C)n3C)c1 | ? | nt | nt | nt | nt |
| 29 | CN(C)c1nc(Cc2ccc(NC(=O)c3ccc4ccccc4c3)cc2)nc(Cl)c1CC(=O)O | -25.6%[57.4 µM] | nt | nt | nt | nt |
| 30 | N#CNC(=NCCCCCCOc1ccc(Cl)cc1)Nc1ccncc1 | 2.8%[57.4 µM] | nt | nt | nt | nt |
| 31 | CO[C@@H](C(=O)N1Cc2[nH]nc(NC(=O)c3ccc(N4CCN(C)CC4)cc3)c2C1)c1ccccc1 | 38.0%[57.4 µM] | nt | nt | nt | nt |
| 32 | O=C(CN1C(=O)C2(CCCC2)NC[C@H]1c1cc(F)cc(F)c1)Nc1ccc2c(c1)C[C@@]1(C2)C(=O)Nc2ncccc21 | ? | nt | nt | nt | nt |
| 33 | CNC(=O)c1ccc(C)c(-n2c(C)cc(OCc3ccc(F)cc3F)c(Br)c2=O)c1 | ? | nt | nt | nt | nt |
| 34 | Cc1cccc(C)c1NC(=O)c1cc(S(N)(=O)=O)c(Cl)cc1O | -2.9%[22.9 µM] | nt | nt | nt | nt |
| 35 | COc1cc([C@@H]2c3cc4c(cc3[C@H](O)[C@@H](CO)[C@@H]2C(=O)NC2CCCC2)OCO4)cc(OC)c1OC | 56.2%[activator] | nt | nt | nt | nt |
| 36 | O=C(NC1CCNCC1)c1[nH]ncc1NC(=O)c1c(Cl)cccc1Cl | -36.3%[57.4 µM] | nt | nt | nt | nt |
| 37 | COc1cc2nccc(Oc3ccc(NC(=O)Nc4cc(C)on4)c(Cl)c3)c2cc1OC | 12.1%[57.4 µM] | nt | nt | nt | nt |
| 38 | Cc1cc(-c2ncc(CC(=O)Nc3ccc(-c4cnccn4)cn3)cc2C)ccn1 | 2.7%[57.4 µM] | nt | nt | nt | nt |
| 39 | CCC(C)c1ccc(NC(=O)Cn2cnc3c2c(=O)n(C)c(=O)n3C)cc1 (stereo not given) | 2.4% | nt | nt | nt | nt |
| 40 | C=CC(=O)Nc1cc2c(Nc3ccc(F)c(Cl)c3)ncnc2cc1OCCCN1CCOCC1 | -3.4%[57.4 µM] | nt | nt | nt | nt |
| 41 | CCN1C(=O)C(CC(=O)NCCOC)Sc2ncccc21 (stereo not given) | 3.6% | nt | nt | nt | nt |
| 42 | O=c1[nH]c(-c2ccc(C(F)(F)F)cc2)nc2c1CSCC2 | ? | nt | nt | nt | nt |
| 43 | CCn1c(=O)c2c(nc(C=Cc3ccc(OC)c(OC)c3)n2C)n(CC)c1=O | -25.3%[57.4 µM] | nt | nt | nt | nt |
| 44 | COc1ccc(C(=O)N2CCC(c3noc(-c4ccncc4)n3)C2)cn1 (stereo not given) | 3.3% | nt | nt | nt | nt |
| 45 | O=C(NCCc1noc(C2CC2)n1)C1CCCC1 | -1.4% | nt | nt | nt | nt |
| 46 | N#CC(c1ccnc(NCCc2cccnc2)n1)c1nc2ccccc2s1 (stereo not given) | -39.3%[57.4 µM] | nt | nt | nt | nt |
| 47 | COc1cc2ncnc(Nc3ccc(F)c(Cl)c3)c2cc1NC(=O)C=CCN1CCCCC1 | -21.8%[57.4 µM] | nt | nt | nt | nt |
| 48 | Cn1cnc2c(F)c(Nc3ccc(Br)cc3F)c(C(=O)NOCCO)cc21 | ? | nt | nt | nt | nt |
| 49 | Cc1nc(Nc2n[nH]c3c2CN(C(=O)N[C@H](CN(C)C)c2ccccc2)C3(C)C)c2sccc2n1 | ? | nt | nt | nt | nt |
| 50 | CSc1ccc(-c2cccc(C(=O)O)c2)cc1 | 11.4%[12.5 µM] | nt | nt | nt | nt |

Further entries.
| entry | compound | ALOX12 inh | BLM inh | APEX1 inh | Pol kappa inh | Anesthetic bind |
| --- | --- | --- | --- | --- | --- | --- |
| 51 | O=C(NC1CC1)C1CCN(c2cnn(Cc3ccccc3)c(=O)c2)C1 (stereo not given) | -12.8% | nt | nt | nt | nt |
| 52 | Cc1ccc(S(=O)(=O)N2CCC(n3cnnc3C)CC2)cc1C | 4.5% | nt | nt | nt | nt |
| 53 | O=C(Nc1ccc(Oc2ccnc3[nH]ccc23)c(F)c1)c1cccn(-c2ccc(F)cc2)c1=O | -4.7%[57.4 µM] | nt | nt | nt | nt |
| 54 | CN1C(=O)CC(C)(c2ccccc2)C1=O (stereo not given) | -6.4%[22.9 µM] | nt | nt | nt | nt |
| 55 | COc1ccc(F)c(F)c1C(=O)c1cnc(NC2CCN(S(C)(=O)=O)CC2)nc1N | -2.3%[57.4 µM] | nt | nt | nt | nt |
| 56 | O=C(O)CCNc1cc(N2CCc3ccccc3CC2)nc(-c2ccccn2)n1 | 14.7%[57.4 µM] | nt | nt | nt | nt |
| 57 | CCC(C)n1ncn(-c2ccc(N3CCN(c4ccc(OC[C@H]5CO[C@](Cn6cncn6)(c6ccc(Cl)cc6Cl)O5)cc4)CC3)cc2)c1=O (stereo not given in full) | -2.8%[57.4 µM] | nt | nt | nt | nt |
| 58 | CC(C)(C)CC(=O)OCC(=O)[C@@]1(O)CC[C@H]2[C@@H]3CCC4=CC(=O)C=C[C@]4(C)[C@H]3[C@@H](O)C[C@@]21C | -8.8%[22.9 µM] | nt | nt | nt | nt |
| 59 | CCC(=O)O[C@]1(C(=O)COC)[C@@H](C)C[C@H]2[C@@H]3CCC4=CC(=O)C=C[C@]4(C)C3(F)[C@@H](O)C[C@@]21C (stereo not given in full) | ? | nt | nt | nt | nt |
| 60 | CCOc1ccc(Nc2nc(-c3c(C)nc4ccccn34)cs2)cc1 | ? | nt | nt | nt | nt |

Structural class: the entries above containing a COOH group.
| entry | compound | ALOX12 inh | BLM inh | APEX1 inh | Pol kappa inh | Anesthetic bind |
| --- | --- | --- | --- | --- | --- | --- |
| 1 | CC[C@@H](C)[C@H](N)C(=O)O | nt | nt | -4.9% | nt | nt |
| 9 | O=C(O)[C@@H]1[C@@H]2C[C@H]3c4[nH]c5ccccc5c4CCN3C[C@@H]2CC[C@@H]1O | nt | -5.2%[21.4 µM] | nt | ? | -10.1%[29.3 µM] |
| 12 | CCn1cc(C(=O)O)c(=O)c2cc(F)c(N3CCN[C@@H](C)C3)c(F)c21 | nt | -0.2% | nt | -2.1%[12 µM] | 0.3%[29.3 µM] |
| 13 | CCCN(CCC)C(=O)[C@@H](CCC(=O)O)NC(=O)c1ccccc1 | nt | -10.0% | nt | 0.9%[19.4 µM] | 5.2%[29.3 µM] |
| 19 | CON=C(C(=O)N[C@@H]1C(=O)N2C(C(=O)O)=C(Cn3ccc(=N)n3CCO)CS[C@H]12)c1csc(N)n1 | -2.9%[57.4 µM] | nt | nt | nt | nt |
| 29 | CN(C)c1nc(Cc2ccc(NC(=O)c3ccc4ccccc4c3)cc2)nc(Cl)c1CC(=O)O | -25.6%[57.4 µM] | nt | nt | nt | nt |
| 50 | CSc1ccc(-c2cccc(C(=O)O)c2)cc1 | 11.4%[12.5 µM] | nt | nt | nt | nt |
| 56 | O=C(O)CCNc1cc(N2CCc3ccccc3CC2)nc(-c2ccccn2)n1 | 14.7%[57.4 µM] | nt | nt | nt | nt |

The list is partial; the hit share may differ from the screen's.
